High-throughput results from PubChem BioAssay.
BaF3 parental: counter-screen for JAK2V617F inhibitors: parental Ba/F3 viability inhibitors. CellTiter-Glo ATP luminescence. inhibition, % at 5.6 µM. AID 1486. 1.1% of 220,000 active;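 active = inhibition above a per-campaign cutoff, the mean inhibition of all tested compounds plus 3 SD, cut at about 27% in these data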;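 also: 0% = DMSO wells and 100% = JAK Inhibitor I control wells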
Wee1 stabilizer: human Wee1 degradation inhibition, primary screen; P30291; HeLa Luc-Wee1K328M stability, luciferase luminescence; 100% = proteasome inhibitor MG132 effect; reporter increase, % at 5 µM; 1.2% of 220,000 active;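 active = activation above the mean of all tested compounds plus 3 SD, set per screening run, cut at about 8.8% in these data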;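 also: cells exposed to compound for 20 h before luminescence read; 0% = DMSO alone and 100% = MG132 at 30 µM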
S1P4 ag: activates the human S1P4 receptor; activation, % at 4.98 µM; S1P4-expressing cell line, agonist reporter assay; 0.35% of 220,000 active; O95977; in the data active = activation above about 11%;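 also: 0% = DMSO vehicle and 100% = reference agonist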
Target sequence (O95977 whole entry, looked up): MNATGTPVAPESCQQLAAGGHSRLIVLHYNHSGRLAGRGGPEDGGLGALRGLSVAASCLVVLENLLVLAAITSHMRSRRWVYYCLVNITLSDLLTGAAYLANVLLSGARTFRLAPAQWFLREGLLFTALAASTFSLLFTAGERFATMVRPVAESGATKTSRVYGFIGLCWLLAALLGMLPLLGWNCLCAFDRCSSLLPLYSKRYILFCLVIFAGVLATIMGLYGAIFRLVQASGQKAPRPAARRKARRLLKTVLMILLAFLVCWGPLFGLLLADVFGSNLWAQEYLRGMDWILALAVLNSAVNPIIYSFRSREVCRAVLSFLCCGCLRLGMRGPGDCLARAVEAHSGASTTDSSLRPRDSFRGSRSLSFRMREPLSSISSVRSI
Ba/F3 V617F tox: loss of viability in JAK2V617F-driven Ba/F3 cells. AID 1446. Ba/F3 EpoR-JAK2V617F viability, ATP luminescence. inhibition, % at 5.6 µM. 1.1% of 220,000 active;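 active = inhibition above the campaign mean plus 3 SD over all tested compounds, cut at about 24% in these data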;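 also: cytokine-independent growth of Ba/F3 cells driven by EpoR plus mutant JAK2; 0% = DMSO-treated cells and 100% = JAK inhibitor I control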
NPY-Y2 PAM-ag: potentiates or activates human NPY-Y2 receptor; P49146; cells expressing NPY-Y2, potentiator/agonist read-out; activation, % at 3.6 µM; 0.45% of 220,000 active; AID 1359; in the data active = activation above about 27%;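 also: cells stimulated with NPY near EC25 plus isoproterenol at EC100; 0% = vehicle plus submaximal agonist and 100% = vehicle plus saturating agonist; some results beyond the cut were filed as inactive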
Target sequence (P49146 whole entry, looked up): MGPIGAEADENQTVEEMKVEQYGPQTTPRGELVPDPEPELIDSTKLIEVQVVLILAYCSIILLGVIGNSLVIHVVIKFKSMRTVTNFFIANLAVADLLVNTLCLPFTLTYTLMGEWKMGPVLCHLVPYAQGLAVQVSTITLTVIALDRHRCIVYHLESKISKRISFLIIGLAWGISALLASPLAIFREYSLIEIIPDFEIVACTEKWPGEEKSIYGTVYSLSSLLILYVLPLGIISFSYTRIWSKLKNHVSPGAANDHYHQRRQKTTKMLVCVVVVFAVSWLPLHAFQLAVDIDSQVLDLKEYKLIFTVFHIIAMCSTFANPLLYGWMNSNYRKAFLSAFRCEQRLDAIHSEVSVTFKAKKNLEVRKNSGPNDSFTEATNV
eIF4E 4G PPI: eIF4E/eIF4G interaction inhibition in translation initiation. inhibition, % at 21.7 µM. TR-FRET eIF4E-eIF4GI(517-606) binding, 2 h. AID 782. P63073+Q04637. 0.37% of 220,000 active;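 active = inhibition above about 30%, limit read from the data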;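 also: 0% = full FRET control wells and 100% = background wells lacking eIF4GI fragment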
PERK inhibitor: inhibitors of human PERK kinase | Q9NZJ5 | CHO PERK-DD fusion, SEAP luminescence translation reporter | inhibition, % at 5.6 µM | 0.17% of 220,000 active | AID 1416;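 active = inhibition above the mean inhibition of all tested compounds plus 3 SD, set separately per screening campaign, cut at about 2.9% in these data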;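 also: PERK kinase domain activated by AP20187 dimerizer at 100 nM; 0% = DMSO with dimerizer and 100% = rapamycin at 8.4 µM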
Mdm2 ligase inh: inhibitors of human Mdm2 E3 ubiquitin ligase; Q00987; cell-based MDM2 ubiquitination luciferase reporter, 2 h; 0 = plate control, 100 = twice control, blank-subtracted; signal enhancement, % at 5 µM; 0.11% of 210,000 active;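 active = signal enhancement of 30% or more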;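 also: luminescence tracks abundance of the self-degrading MDM2-luciferase fusion protein; higher signal means inhibition of MDM2 E3 ligase activity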
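Test system: mammalian cells stably expressing self-ubiquitinating, self-degrading MDM2 E3–luciferase fusion; Amount: 2000 cells in each well; Medium: DMEM; Schedule: 4 h settle plus 2 h compound, 37 °C; Technique: SteadyLite luciferase luminescence after 15 min room-temperature reagent incubation; Benchmarks: plate control and blank wells.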
S1P4 antagonist: human S1P4 receptor antagonism. O95977. S1P4-expressing cells, antagonist mode, reporter read-out. inhibition, % at 4.98 µM. 0.26% of 220,000 active; in the data active = inhibition above about 29%;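 also: 0% = wells stimulated with agonist and 100% = vehicle wells without agonist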
* = called active by the depositor; · = not tested or not shown; [ ] = dose if it differs, or a comment.

SMILES	BaF3 parental	Wee1 stabilizer	S1P4 ag	Ba/F3 V617F tox	NPY-Y2 PAM-ag	eIF4E 4G PPI	PERK inhibitor	Mdm2 ligase inh	S1P4 antagonist
COc1ccc(OC)c(NC(=O)CS(=O)(=O)Cc2nc(-c3ccccc3C)oc2C)c1	4.2	0.5	0.4	-2.4	0.1	-1.7	0.3	-5.8	2.4
O=C(Nc1ccccc1C(=O)N1CCOCC1)c1ccco1	3.4	-1.5	0.7	2.0	7.2	-0.5	-0.5	12.5	-6.7
Cc1ccc(C(=O)Oc2cc(C)[nH]c(=O)c2[N+](=O)[O-])cc1	6.9	-0.5	-0.3	3.1	-2.7	-0.3	0.2	1.6	-9.6
COc1cccc(-c2cc(C(=O)N3CCCCC3C)no2)c1 (stereo not drawn)	5.5	0.7	-0.2	-0.6	9.4	2.5[fluorescence artefact?]	-0.2	-21.0	-16.9
O=C(NNS(=O)(=O)c1cc(Cl)cc(Cl)c1)c1sccc1-n1cccc1	4.6	-0.9	0.2	-2.1	-16.0	1.3	1.6	-6.8	-27.6
COc1cc(OC)cc(C(=O)N[C@H](C(=O)OCC(=O)c2ccc3c(c2)NC(=O)CO3)C(C)C)c1	5.2	-0.5	-0.9	4.6	-25.7	-3.0	0.6	-6.1	15.6
COc1cccc(OCC(Cn2cnc3ccccc32)OC(C)=O)c1 (stereo not drawn)	6.7	-1.8	-0.6	-0.4	0.3	-1.3	0.2	-10.2	5.4
CC(=O)NS(=O)(=O)c1ccc(NC(=O)c2cccc(S(=O)(=O)N3CCc4ccccc43)c2)cc1	4.9	8.7	1.2	2.7	-16.6	0.6	1.8	5.3	-6.5
C#CCOCCOCCOCCNc1nc(N2CCOCC2)nc(N2CCN(C(=O)[C@H](Cc3ccc(O)cc3)n3cc([C@@H](N)CC(C)C)nn3)CC2)n1	1.1	-1.9	1.6	-1.9	-7.6	0.0	1.1	·	-2.1
Cc1cc2c(C)cc(=O)oc2c2c1NCCC2	3.3	-0.6	9.2	-1.6	0.1	2.1	-0.6	-2.0	0.6
C=CCn1c(C(C)NC(=O)c2ccccc2)n[nH]c1=S (stereo not drawn)	12.2	1.6	1.6	0.0	-0.1	-6.9[fluorescence artefact?]	0.7	1.8	-17.8
C=CCOc1c(CNc2ccc(S(N)(=O)=O)cc2)cccc1OC	0.3	0.0	-1.5	-2.8	-1.3	2.3	0.8	-29.9	8.2
Cc1ccc(NC(=O)/C(C#N)=C/c2ccsc2)c(C)c1	7.5	3.5	1.7	-0.7	-4.9	0.4	1.0	-3.2	-17.9
Cc1cc(C)c2c(NC(=S)NC(=O)c3ccccc3)nn(C)c2n1	2.4	-1.5	-0.4	3.5	-1.3	-2.3	-0.1	-2.1	-23.7
O=C(c1ccc(N2CCOCC2)nc1)N1CCOCC1	0.6	3.0	-0.4	-2.2	10.5	4.8[fluorescence artefact?]	0.8	7.9	-14.1
CCOc1ccccc1-c1nn2c(Cc3ccccc3)nnc2s1	2.4	2.8	-0.4	1.9	-18.6	0.4	-0.8	2.9	-14.0
O=[N+]([O-])c1ccc(CSc2nc3ccccc3o2)cc1	2.2	1.6	0.9	0.0	11.8	-2.1	0.8	-31.3	3.7
O=C1CNC(=O)/C1=C\N1CCN(C(c2ccccc2)c2ccccc2)CC1	-0.3	-1.6	3.9	2.5	10.0	-2.7	-0.5	-23.4	-4.2
CC(=O)Nc1ccc(/C=N\NC(=O)CNS(=O)(=O)c2ccc([N+](=O)[O-])cc2)cc1	2.0	-2.1	0.6	-2.8	-4.0	5.3	1.9	-16.5	-2.1
CC1CC(C)CN(C(=O)c2ccc(CNc3c(N4CCCC4)c(=O)c3=O)cc2)C1 (stereo not drawn)	1.8	1.8	-0.1	-4.2	0.9	5.9	-0.5	-10.4	8.7
COc1cc(/C=N/N(C)C)cc(Br)c1O	-4.6	1.4	38.8*	0.8	-1.9	-1.1	2.9	-6.9	-3.5
C=CCN1C=CC(=CC=C(C#N)C#N)C=C1	0.7	8.6	-1.0	3.6	-0.7	8.0	0.7	-4.5	-8.1
Cc1nc(NS(=O)(=O)c2cccs2)c2c3c(sc2n1)CCC3	6.6	-1.0	0.9	-0.1	13.0	0.9	0.2	-17.7	1.7
Cn1c(=O)c2cn3c(c2n(C)c1=O)C(c1ccccc1)CC(c1ccccc1)=N3 (stereo not drawn)	0.3	5.0	0.0	-0.9	4.3	-0.6	0.4	-7.8	-5.9
CC(Sc1ccccc1)C(=O)Nc1ccccc1C(=O)N1CCOCC1 (stereo not drawn)	2.7	-2.1	3.7	-2.1	-0.6	3.0	0.8	5.4	-8.9
CCNC(=O)NC(=O)COc1ccccc1C#N	5.0	3.8	0.4	-1.6	6.4	-2.5	0.5	4.7	-23.5
Cc1cc(C(=O)OCC(=O)N2CC(C)CC(C)C2)c(C)o1 (stereo not drawn)	-1.0	-4.3	0.8	0.1	-3.2	1.3	0.2	5.6	-15.5
COc1ccc(Oc2nc(OC)cc(OC)n2)cc1	0.9	-1.0	2.4	1.0	1.6	1.4	-0.7	-14.3	-13.5
O=C1NC(Cc2ccccc2)C(=O)N1Cc1cc([N+](=O)[O-])cc2c1OCOC2 (stereo not drawn)	2.0	-2.0	0.9	-0.5	1.4	1.9	-0.1	-2.5	-11.8
CCC(OC(=O)c1cc2sccc2n1C)C(=O)NCc1ccco1 (stereo not drawn)	1.1	0.0	-0.7	-1.8	-5.7	-3.5	-0.2	6.5	0.1
COc1ccc(C2c3c(oc4ccccc4c3=O)C(=O)N2Cc2ccncc2)cc1 (stereo not drawn)	2.0	-0.7	-1.6	-4.4	5.6	3.0	1.2	4.0	-11.9
O=C(Nc1ccc2oc(=O)ccc2c1)c1ccc(-c2ccccc2[N+](=O)[O-])o1	2.5	6.9	1.9	2.5	-24.4	5.3	-2.5	19.5	-2.5
O=C(COc1ccc(Cl)cc1)Nc1nnc(-c2ccc3c(c2)CCCC3)o1	4.5	3.9	-2.0	3.5	-2.2	2.2	-0.3	0.6	-3.2
Cc1cc(C)c[n+](CC(=O)c2ccc(NC(=O)c3ccccc3)cc2)c1	9.1	0.3	1.7	0.2	7.1	5.6	1.3	-0.9	2.2
CCC(c1nnnn1C(C)(C)C)N1CCN(Cc2ccccc2OC)CC1 (stereo not drawn)	1.9	2.8	0.7	3.5	-12.1	2.3	-1.8	-2.7	10.2
COc1ccc2nc(SCC(=O)N3CCN(c4ccccc4F)CC3)c(C#N)cc2c1	1.5	0.3	1.7	-2.4	13.7	·	1.0	·	-15.0
O=C(CSc1nnc(-c2ccccn2)o1)Nc1ccccc1	4.8	-1.1	0.4	1.0	6.9	-1.6	1.4	-9.3	-0.4
COCCN(Cc1nc(-c2ccc(C(F)(F)F)cc2)no1)C(C)C	2.3	5.0	1.0	-0.2	3.3	1.3	1.2	-8.8	-7.8
CCOC(=O)N/N=C\c1ccc(OC(=O)c2ccc3c(c2)OCO3)cc1	-0.7	0.0	2.1	-0.4	-4.7	1.3	0.1	-5.9	-13.5
CS(=O)(=O)N(CC(=O)NC1CCCCCC1)Cc1ccccc1	4.9	-1.0	-1.2	2.9	0.1	3.4	-0.5	0.8	-1.5
Clc1ccc(-n2ncc3c(NCCCn4ccnc4)ncnc32)cc1	7.8	0.6	1.3	-1.9	1.9	1.2	0.5	-27.4	-13.4
Cc1cccc(Cn2c(N3CCc4ccccc4C3)nc3c2c(=O)[nH]c(=O)n3C)c1	0.0	1.7	0.2	-0.6	-5.8	-9.9	0.5	-7.2	-23.4
CC(OC(=O)c1ccc2ccccc2n1)C(=O)c1ccccc1 (stereo not drawn)	9.7	-3.6	0.6	-2.3	-20.1	3.6	0.9	-2.4	-2.6
O=C(Cc1ccc(Br)cc1)N1CCN(c2ccccc2O)CC1	3.1	7.4	-1.8	0.1	8.7	0.6	-0.1	0.5	15.4
Cc1nc(N2CCOCC2)nc(Oc2ccccc2)c1[N+](=O)[O-]	-1.9	9.2*	0.2	0.6	-33.9	-3.3	1.1	-13.6	-10.9
COc1cc(/C=N\NC(=O)c2sc(N)nc2C)cc(OC)c1OC	5.1	1.7	-2.1	3.2	-3.6	-4.9[fluorescence artefact?]	0.3	-11.1	-6.9
CN1CCCC2(CCCN(Cc3nc(Cc4cccc(C(F)(F)F)c4)no3)C2)C1 (stereo not drawn)	4.5	-2.8	0.0	-2.1	-7.5	0.5	0.4	-10.9	-17.2
O=C1CCCC(=O)C1Sc1ccc(Cl)cc1	7.0	-3.5	1.4	1.1	6.2	0.5	0.7	-18.7	-1.8
C=CCSc1nnc(CC(OC)OC)n1-c1ccccc1	-4.5	0.4	-1.4	-2.7	-5.5	-3.1	0.4	-8.1	5.2
CCOc1ccccc1Nc1nnc(SCC(=O)Nc2nc(-c3ccc(OC)cc3)cs2)s1	5.6	-3.1	0.7	-2.1	3.8	-5.2	-0.2	-9.8	-8.7
COCCN1C(=O)c2ccccc2C(C(=O)NCC2CCCO2)C1c1c[nH]c2ccccc12 (stereo not drawn)	2.0	1.1	-0.3	-2.1	-5.7	5.6[fluorescence artefact?]	1.8	4.2	-14.6
CCN(CC)CCCNC(=O)CSc1nc(-c2ccc(F)cc2)cc(C(F)(F)F)n1	3.4	-0.7	0.4	-2.7	1.5	12.1	-0.2	-16.1	1.6
O=C(NCc1ccco1)c1ccccc1NS(=O)(=O)c1ccc(Br)s1	6.1	-2.9	0.0	4.2	-3.1	12.6	0.0	-6.2	-4.9
O=C(NNC(=O)c1ccncc1)Nc1cccc([N+](=O)[O-])c1	2.7	2.1	0.5	-3.6	-7.7	3.5	0.4	-4.8	-8.8
Cc1nn(Cc2ccc([N+](=O)[O-])cc2)c(=O)n1-c1ccc(Cl)cc1	6.3	-0.5	-0.3	0.2	-0.9	-4.1	2.2	-14.4	10.8
COc1ccc(C(=O)Cn2nnc(-c3ccc(N4CCOCC4)cc3)n2)cc1OC	7.0	0.7	0.7	1.5	1.4	-9.6	-0.5	-20.6	-6.9
